DRD3 antagonist = qHTS of D3 Dopamine Receptor Antagonist: qHTS; D3R cells, DiscoveRx beta-arrestin luminescence, antagonist mode; active compounds read low; max response, negative = inhibition, %; 2.5% of 360,000 active; in the data active = max response below about -50%; inconclusive = no clear call, values can overlap the other calls; note: % is set by controls: 0 for no effect and ±100 for the full control effect; mostly tested at two doses, the higher about 12 µM
Target sequence (P35462 whole entry, looked up): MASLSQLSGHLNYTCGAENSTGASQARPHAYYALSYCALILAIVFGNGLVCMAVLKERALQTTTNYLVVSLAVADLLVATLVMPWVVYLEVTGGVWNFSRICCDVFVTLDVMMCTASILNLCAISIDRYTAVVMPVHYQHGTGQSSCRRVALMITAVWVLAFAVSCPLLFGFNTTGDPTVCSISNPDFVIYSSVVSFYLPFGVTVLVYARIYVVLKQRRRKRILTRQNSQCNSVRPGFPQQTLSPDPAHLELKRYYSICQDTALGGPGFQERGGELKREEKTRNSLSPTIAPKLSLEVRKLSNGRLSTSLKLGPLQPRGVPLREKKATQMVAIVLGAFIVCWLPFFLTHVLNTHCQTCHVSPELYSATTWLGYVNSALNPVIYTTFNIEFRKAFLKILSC
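Cells plated overnight at 1500 cells/well, then exposed to library compounds with dopamine controls for 90 minutes at 37 degrees C. DiscoveRx reagent added for 30–60 minutes at room temperature; luminescence read, quantitative HTS format.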
GLP1R inv ag = qHTS of GLP-1 Receptor Inverse Agonists (Inhibition Mode). Potency, µM (top dose mostly 38.3 µM), for the others: at the top dose activity change, negative = inhibition, usual class: inhibitors. AID 624417, 2012. Glucagon-like peptide 1 receptor (Homo sapiens), P43220. 1.6% of 410,000 active. HEK293 GLP-1R CRE-luciferase, luminescence, 24 h; GLP-1R form is constitutively active; note: potency is the fitted concentration of half-maximal effect; % is set by controls: 0 for no effect and ±100 for the full control effect; nearly all actives have a fitted effect of over 55% in size
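Seeding at 200 cells/uL, 12 h culture, 24 hr compound treatment, then luciferase reagent and a luminescence read; cells are HEK293 stably expressing a constitutively active GLP-1R plus cAMP-responsive luciferase.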
aSyn rescue = qHTS of alpha-syn Inhibitors | Potency, µM (titrated, usually from 46.1 µM), for inactives: at the highest dose growth rescue (activation), hits mostly activators | 0.14% of 370,000 active | Yeast expressing alpha-synuclein, growth rescue, BacTiter-Glo, 24 h; note: potency is the fitted concentration of half-maximal effect; % of control where 0% means no effect; nearly all actives have a fitted effect of over 65% in size
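Screening used galactose-induced yeast with toxic alpha-synuclein levels, exposed to compound for 24 hr at 30 deg C. Cell growth, read with BacTiter-Glo luminescence, gave the measured signal.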
Akt phos inh = HTS Assay for Inhibitors of Akt Phophorylation: Primary Screen | Neuro2A IGF-stimulated pAkt S473 HTRF, 20 min; active compounds read low | activity change, % for hits at 50 µM | 0.32% of 360,000 active | AID 651550, 2012; in the data active = activity change below about -80%; inconclusive = mostly about -51% to -80%; note: % is set by controls: 0 for no effect and ±100 for the full control effect
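Single-point screen (50 µM final compound) in Neuro2A cells stimulated 20 min with 6 nM IGF at 37 deg C. After lysis, Ser473-phosphorylated Akt read by HTRF (ex 330 nm, em 615/665 nm) as the 665/615 ratio.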
PTHR1 ag = qHTS for PTHR1 Agonists: Primary Screen; Parathyroid hormone/parathyroid hormone-related peptide receptor (Homo sapiens), Q03431; HEK293 GP2 PTHR1 cells, GloSensor cAMP luminescence, 1 h; Potency, µM (highest dose often 115 µM), for the others: at the top dose activation, actives largely listed as activators; 0.075% of 410,000 active; AID 743266, 2014; note: potency is the fitted concentration of half-maximal effect; nearly all actives have a fitted effect of over 55% in size; some results filed as inactive show a strong effect at the top dose; inactives centre near -15; many of its hits are not listed in these tables
Target sequence (Q03431 whole entry, looked up): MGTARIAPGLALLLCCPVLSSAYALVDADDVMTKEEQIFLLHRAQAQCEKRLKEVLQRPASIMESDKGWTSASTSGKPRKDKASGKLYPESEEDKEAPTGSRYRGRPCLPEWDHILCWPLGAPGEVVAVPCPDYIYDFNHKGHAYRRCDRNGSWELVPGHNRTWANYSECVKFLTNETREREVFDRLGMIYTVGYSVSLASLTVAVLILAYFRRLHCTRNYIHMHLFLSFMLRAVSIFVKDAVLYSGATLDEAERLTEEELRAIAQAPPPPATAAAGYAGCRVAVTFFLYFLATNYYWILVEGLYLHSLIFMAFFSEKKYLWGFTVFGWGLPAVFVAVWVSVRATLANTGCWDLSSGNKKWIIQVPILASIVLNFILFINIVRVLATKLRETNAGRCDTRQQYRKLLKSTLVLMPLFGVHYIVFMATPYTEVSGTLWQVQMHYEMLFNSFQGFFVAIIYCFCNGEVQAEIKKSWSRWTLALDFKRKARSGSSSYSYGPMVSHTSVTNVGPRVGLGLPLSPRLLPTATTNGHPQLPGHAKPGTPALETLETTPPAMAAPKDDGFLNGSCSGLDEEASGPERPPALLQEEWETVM
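HEK-293-derived GP2 cells expressing PTHR1 and a GloSensor cAMP reporter, 3,000/well, plated overnight, given luciferin plus IBMX (each 0.5 mM as added) for 1 h at 37 °C, then compound for 1 h at 37 °C. Luminescence was read after 15 min at room temperature.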
TDP43 rescue = qHTS of TDP-43 Inhibitors; TDP-43 expressing yeast growth rescue, BacTiter-Glo, 24 h; Potency, µM (top dose mostly 46.1 µM), for the others: at the top dose growth rescue (activation), actives largely listed as activators; 1.8% of 410,000 active; note: potency is the fitted concentration of half-maximal effect; % of control where 0% means no effect; nearly all actives have a fitted effect of over 50% in size
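Galactose-induced TDP-43 yeast, OD600=0.02, compound pinned; 24 hr, 30 deg C; BacTiter-Glo luminescence for growth. Inhibitors of TDP-43 toxicity read as activators.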
FUS yeast rescue = qHTS for Suppressors of FUS Proteinopathy: Primary screen using FUS-linked yeast assay; S. cerevisiae FUS-expressing, growth rescue, OD600, 24 h; Potency, µM (top dose mostly 76.6 µM), for the others: at the top dose growth rescue (activation), hits mostly activators; 0.24% of 390,000 active; AID 1347120, 2019;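 note: potency is the fitted concentration of half-maximal effect; plate controls were DMSO vehicle for no effect and reference control for full effect; nearly all actives have a fitted effect of over 55% in size; some results filed as inactive show a strong effect at the top dose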
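Toxicity suppression screen in FUS-yeast. Cells induced with 2% galactose, starting OD 0.005, treated 24hr at 30C with compounds at multiple final concentrations; growth by OD600.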
Abeta rescue = qHTS for compounds that reverse cellular toxicity of Amyloid beta (A-beta) peptide in yeast: Primary Screen | yeast expressing A-beta42, growth rescue, OD600, 48 h; response scale: 0% DMSO, 100% iron-clioquinol control | 0.063% of 410,000 active | AID 1347071, 2019 | Potency, µM (top dose mostly 46.1 µM), for inactives: at the top dose growth rescue, most hits filed as activators; note: potency is the fitted concentration of half-maximal effect; nearly all actives have a fitted effect of over 55% in size
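Growth rescue measured by 600 nm absorbance after 48 h yeast culture at 30 C with compound. Values normalized between DMSO and an equimolar ferric chloride plus clioquinol control.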
GLP-1R agonist = qHTS of GLP-1 Receptor Agonists; HEK293 GLP-1R CRE-luciferase, luminescence, 4-6 h; cells express a hypersensitive GLP-1R form; Glucagon-like peptide 1 receptor (Homo sapiens), P43220; 0.007% of 380,000 active; Potency, µM (titrated, usually from 45.6 µM), inactives show top-dose activation, most hits filed as activators; note: potency is the fitted concentration of half-maximal effect; % of control where 0% means no effect
Numbers without * were called inactive; i = inactive; u = inconclusive; x = not tested or not shown; & = joins results of further samples; [ ] = another dose, or the depositor's remark. Unless noted, calls come from the whole dose curve; as a rule, active = well fitted curve in the direction sought with a large enough effect; inconclusive = small, poorly fitted or top-dose-only effect, or another doubt; inactive = no such curve, though single readings can be large; an effect the other way counts as inactive or inconclusive. Only part of the results is shown. The share of hits here may be higher or lower than overall.

Values run as follows: DRD3 antagonist, GLP1R inv ag, aSyn rescue, Akt phos inh, PTHR1 ag, TDP43 rescue, FUS yeast rescue, Abeta rescue, GLP-1R agonist
#1 O=C(NCC1COc2ccccc2O1)C1CCC(CNc2c(N3CCCCC3)c(=O)c2=O)CC1 (configuration not stated)
  20, -11%, 0%, i, -2%, 14%, 5%, 1%, 1%
#2 O=C(Nc1cccc(NC(=O)c2ccc(-c3cccc(Br)c3)o2)c1)c1ccco1
  12, u, -19%, i, -5%[57.5 µM], -16%, 20%, -2%, -2%
#3 COC(=O)[C@@]12CCCCN1[C@H](c1ccc(SC3CCCCC3)c(OC)c1)[C@@H]1C(=O)N(C)C(=O)[C@@H]12
  23, 3%, u, i, -1%, 20%, 44%, 31%, -4%
#4 C/C(CC1CC(COCC(C)C)OC1=O)=N\Nc1nc(-c2ccccc2)cs1 (configuration not stated)
  3, 0%, -5%, i, i, 12%, u, 14%, -2%
#5 COC(=O)c1ccc(N2CCN(C)CC2)c(NC(=O)c2ccc(-c3ccc(Cl)cc3)o2)c1
  -9, 14%, -5%, i, -3%, 18%, x, 7%, -15%
#6 CCn1c(C)cc(/C=C2\NC(=O)N(CC(=O)Nc3cccc(C)c3)C2=O)c1C
  -5, 8%, 4%, i, i, 5%, u, 10%, -1%
#7 O=C(Nc1ccc(F)cc1)NC1CCCc2ccccc21 (configuration not stated)
  -8, u, -6%, i, -7%, -3%, -16%, 10%, 1%
#8 CCCCn1c(=O)[nH]c(=O)c2c1ncn2Cc1ccco1
  -6, 34%[activator], 0%, x, -6%[57.5 µM], -22%, 15%, 10%, -6%
#9 O=C(COc1coc(CN2CCc3ccccc3C2)cc1=O)Nc1ccc(F)cc1
  2, -17%, 4%, i, -29%, -5%, 9%, 5%, 12%
#10 CCC(C)(C)NC(=O)/C=C/c1ccccc1[N+](=O)[O-]
  -14, -7%, -7%, i, -17%, -25%, 13%, -13%, 6%
#11 Cc1cc(C)cc(N=C(NO)c2cccc([N+](=O)[O-])c2)c1
  -5, u, -3%, i, -8%, 20%, -13%, 7%, 4%
#12 Cc1ccccc1N1C(=O)C2ON(c3ccccc3)C(c3ccncc3)C2C1=O (configuration not stated)
  22, 18%, 5%, i, -22%[57.5 µM], 12%, 12%, 4%, -13%
#13 Cc1onc(-c2ccccc2)c1C(=O)OCCOc1cccc(Cl)c1
  9, u, 6%, i, -78%[inhibitor], -4%, 8%, -1%, 2%
#14 COC(=O)c1ccc(CSc2nnc(-c3ccccc3)n2C)o1
  12, 14%, -5%, i, -5%, 5%, 9%, -6%, -1%
#15 Cc1ccc2cc(C(c3nnnn3C3CCCC3)N(Cc3ccco3)Cc3cccs3)c(=O)[nH]c2c1 (configuration not stated)
  11, 0%, 10%, i, -3%, 8%, u, 27%, -6%
#16 Cc1cc(C)cc(Oc2nc(-c3ccccc3)cc(C)c2S(C)(=O)=O)c1
  -20, 4.5µM*, 2%, i, -17%[57.5 µM], 2%, 12%, 2%, 3%
#17 CCOc1ccc(Nc2cc(C)nc3nncn23)cc1
  x, 7%, x, x, i, 23%, -9%, -5%, x
#18 COc1ccc(NS(=O)(=O)c2cn(C)cn2)c(OC)c1
  0, 24%, 4%, i, 5%, -1%, -3%, 8%, -6%
#19 Cc1cc(C)c2cc(C(=O)Nc3ccc(C)c(F)c3)[nH]c2c1
  -14, u, -10%, i, -48%[inhibitor], -6%, 30%, -2%, -1%
#20 FC(F)(F)c1cc(-c2ccco2)nc(NCc2cccnc2)n1
  0, u, 4%, i, -30%, 20%, 22%, 9%, 21%
#21 Cc1ccc2nc(SCCC(=O)O)cc(C)c2c1
  0, 8%, 1%, i, -24%[57.5 µM], u, -12%, -14%, -10%
#22 Cc1ccc(S(=O)(=O)N2CCN(CC(=O)N/N=C/c3ccc(C)o3)CC2)cc1
  11, 1%, 0%, i, i, -5%, -5%, 12%, 4%
#23 CCn1c(CNc2ccccc2Cl)nnc1SCC(=O)OC1CCCCC1
  11, u, 18%, i, i, u, 31%, 11%, 5%
#24 O=C1C(=O)N(CCN2CCOCC2)C(c2ccccn2)/C1=C(/O)c1ccccc1 (configuration not stated)
  u, -20%, 2%, i, -1%, -5%, 29%, -5%, 0%
#25 Cc1nn(C(C)C)c(C)c1CN1CCN(Cc2ccsc2)C(CCO)C1 (configuration not stated)
  -30, -15%, -2%, i, i, 10%, 1%, 3%, 7%
#26 CCNC(=O)Cc1c(OC)ccc2cc(Br)ccc12
  7, -18%, -2%, i, -22%, u, -21%, 10%, -5%
#27 COc1ccc(NC(=O)CN2CCN(S(=O)(=O)c3cccs3)CC2)cc1Cl
  -5, -1%, 0%, i, -93%[inhibitor], -13%, 2%, 19%, 6%
#28 O=C(CCN1C(=O)/C(=C/c2ccccc2Cl)SC1=S)NCCc1ccc(O)cc1
  5, u, 3%, i, -2%, 16%, 9%, -1%, -1%
#29 CCN1CCN(c2ccc(S(=O)(=O)N3CCCCC3)cc2NC(=O)c2cccc(C(F)(F)F)c2)CC1
  -21, u, 8%, i, i, 23%, 32%, 34%, -12%
#30 COC(=O)c1ccc(OC)c(CSc2nnc(COc3ccccc3)o2)c1
  12, -5%, -9%, i, i, -5%, 24%, -12%, 14%
#31 CCN1CCN(C(=O)Cn2c(=O)sc3ccccc32)CC1
  -98*, 1%, -17%, i, -22%, 0%, -15%, 1%, 6%
#32 Cc1ccc(S(=O)(=O)N2CCCCC2)cc1NC(=O)Cn1ncc(Cl)c(Cl)c1=O
  -64*, 10µM*, 4%[1.84 µM], i, -97%[inhibitor], -19%, u, -3%, -14%
#33 COc1ccccc1CN1CC(C(=O)NCc2cccc(C)n2)CCC1=O (configuration not stated)
  -3, 16%, 12%, i, -3%, 2%, -6%, -7%, -3%
#34 COc1ccccc1N(CC(=O)NCCSCc1ccc(Cl)cc1)S(C)(=O)=O
  2, u, -1%, i, i, -18%, 9%&-12%, 4%&-10%, 1%
#35 O=C(CCCSc1nc2ccccc2s1)Nc1nccs1
  12, 0%, 1%, i, -43%[inhibitor], u, 20%, -1%, 0%
#36 O=P(C(=NCCO)NO)(N1CCOCC1)N1CCOCC1
  -2, 23%, 1%, i, i, 7%, -13%, -10%, 9%
#37 CCSc1nc2ccccc2n1C(=O)c1ccc(S(=O)(=O)N2CCCCC2)cc1
  -29, -2%, -2%, i, u, -18%, -37%, 5%, -19%
#38 CC1CCCCN1C(=O)COc1ccc(F)cc1 (configuration not stated)
  4, 4%, -7%, i, i, 17%, -13%, 3%, -3%
#39 COc1cc2c(c(OC)c1)C(c1cccc(F)c1F)CC(=O)N2 (configuration not stated)
  x, -8%, x, x, i, 13%, -1%, -6%, 1%
#40 Cc1ccccc1-c1noc(CCC(=O)NCCc2ccccc2)n1
  -9, u, 11%, i, -1%, u, -25%, 12%, -2%
#41 O=C1CCc2cc(S(=O)(=O)NC(C(=O)Nc3ccc(F)cc3)c3ccccc3)ccc2N1 (configuration not stated)
  x, 11%, x, x, -32%, -1%, 6%, -17%, x
#42 Cc1ccc(OCCC(=O)Nc2ccc(S(=O)(=O)Nc3nccs3)cc2)cc1
  5, -23%, -1%, i, i, -31%[inhibitor], 12%, -3%, -2%
#43 Cc1ccccc1Oc1nc2ccccn2c(=O)c1/C=C(\C#N)C(=O)Nc1c(C)n(C)n(-c2ccccc2)c1=O
  10, 69%[activator], -11%, i, i, 6%, 9%, 7%, u
#44 C=C(C)CNC(=S)N/N=C/C1=CCC2CC1C2(C)C (configuration not stated)
  4, 5µM*, -13%, i, i, 18µM*, x, 18%, 0%

By substructure, the entries above with an aryl thioether with sulfur outside any ring (seven)
Values run as follows: DRD3 antagonist, GLP1R inv ag, aSyn rescue, Akt phos inh, PTHR1 ag, TDP43 rescue, FUS yeast rescue, Abeta rescue, GLP-1R agonist
#3 COC(=O)[C@@]12CCCCN1[C@H](c1ccc(SC3CCCCC3)c(OC)c1)[C@@H]1C(=O)N(C)C(=O)[C@@H]12
  23, 3%, u, i, -1%, 20%, 44%, 31%, -4%
#14 COC(=O)c1ccc(CSc2nnc(-c3ccccc3)n2C)o1
  12, 14%, -5%, i, -5%, 5%, 9%, -6%, -1%
#21 Cc1ccc2nc(SCCC(=O)O)cc(C)c2c1
  0, 8%, 1%, i, -24%[57.5 µM], u, -12%, -14%, -10%
#23 CCn1c(CNc2ccccc2Cl)nnc1SCC(=O)OC1CCCCC1
  11, u, 18%, i, i, u, 31%, 11%, 5%
#30 COC(=O)c1ccc(OC)c(CSc2nnc(COc3ccccc3)o2)c1
  12, -5%, -9%, i, i, -5%, 24%, -12%, 14%
#35 O=C(CCCSc1nc2ccccc2s1)Nc1nccs1
  12, 0%, 1%, i, -43%[inhibitor], u, 20%, -1%, 0%
#37 CCSc1nc2ccccc2n1C(=O)c1ccc(S(=O)(=O)N2CCCCC2)cc1
  -29, -2%, -2%, i, u, -18%, -37%, 5%, -19%
